Screening results as filed in PubChem BioAssay.
TROY NFkB inh: blocks TROY-dependent signaling in reporter cells; Q293 LMP1-TROYcd NF-kB luciferase reporter, 4 h; inhibition, % at 10 µM; 0.98% of 360,000 active;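 active = compounds whose plate-normalised and pattern-corrected inhibition of the luciferase reporter signal at the single screening dose is 50% or more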
NCOA3 inh: inhibitors of human steroid receptor coactivator 3 (SRC3) | HEK293 GAL4-SRC3 luciferase reporter, luminescence | inhibition, % at 3.6 µM | 0.17% of 360,000 active | AID 588352;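 active = inhibition above a per-campaign cutoff, the mean of all compounds plus 3 SD, cut at about 60% in these data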;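 also: 0% = DMSO-treated cells and 100% = gossypol-treated cells at 36 µM; higher means less SRC3-driven luciferase light from the GAL4 reporter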
COUP-TFII inh: blocks human COUP-TFII nuclear receptor. P24468. HEK293T NGFI-A luciferase reporter, luminescence. inhibition, % at 8.6 µM. 0.7% of 370,000 active;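 active = inhibition above a per-plate cutoff, mean inhibition of test wells between control levels plus 3 SD, cut at about 38% in these data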;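 also: cells cotransfected with COUP-TFII expression vector driving the NGFI-A reporter; 0% = median of COUP-TF2 test wells and 100% = reporter-only cells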
NCOA1 inh: human NCOA1 inhibition | inhibition, % at 3.6 µM | AID 588354 | HEK293 GAL4-SRC1 luciferase reporter, luminescence | 0.12% of 360,000 active;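 active = inhibition above the campaign mean plus 3 SD, with each screening campaign given its own cutoff, cut at about 60% in these data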;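 also: 0% = DMSO treated cells and 100% = gossypol at 36 µM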
Target sequence (Q15788 whole entry, looked up, the tested form may be a part): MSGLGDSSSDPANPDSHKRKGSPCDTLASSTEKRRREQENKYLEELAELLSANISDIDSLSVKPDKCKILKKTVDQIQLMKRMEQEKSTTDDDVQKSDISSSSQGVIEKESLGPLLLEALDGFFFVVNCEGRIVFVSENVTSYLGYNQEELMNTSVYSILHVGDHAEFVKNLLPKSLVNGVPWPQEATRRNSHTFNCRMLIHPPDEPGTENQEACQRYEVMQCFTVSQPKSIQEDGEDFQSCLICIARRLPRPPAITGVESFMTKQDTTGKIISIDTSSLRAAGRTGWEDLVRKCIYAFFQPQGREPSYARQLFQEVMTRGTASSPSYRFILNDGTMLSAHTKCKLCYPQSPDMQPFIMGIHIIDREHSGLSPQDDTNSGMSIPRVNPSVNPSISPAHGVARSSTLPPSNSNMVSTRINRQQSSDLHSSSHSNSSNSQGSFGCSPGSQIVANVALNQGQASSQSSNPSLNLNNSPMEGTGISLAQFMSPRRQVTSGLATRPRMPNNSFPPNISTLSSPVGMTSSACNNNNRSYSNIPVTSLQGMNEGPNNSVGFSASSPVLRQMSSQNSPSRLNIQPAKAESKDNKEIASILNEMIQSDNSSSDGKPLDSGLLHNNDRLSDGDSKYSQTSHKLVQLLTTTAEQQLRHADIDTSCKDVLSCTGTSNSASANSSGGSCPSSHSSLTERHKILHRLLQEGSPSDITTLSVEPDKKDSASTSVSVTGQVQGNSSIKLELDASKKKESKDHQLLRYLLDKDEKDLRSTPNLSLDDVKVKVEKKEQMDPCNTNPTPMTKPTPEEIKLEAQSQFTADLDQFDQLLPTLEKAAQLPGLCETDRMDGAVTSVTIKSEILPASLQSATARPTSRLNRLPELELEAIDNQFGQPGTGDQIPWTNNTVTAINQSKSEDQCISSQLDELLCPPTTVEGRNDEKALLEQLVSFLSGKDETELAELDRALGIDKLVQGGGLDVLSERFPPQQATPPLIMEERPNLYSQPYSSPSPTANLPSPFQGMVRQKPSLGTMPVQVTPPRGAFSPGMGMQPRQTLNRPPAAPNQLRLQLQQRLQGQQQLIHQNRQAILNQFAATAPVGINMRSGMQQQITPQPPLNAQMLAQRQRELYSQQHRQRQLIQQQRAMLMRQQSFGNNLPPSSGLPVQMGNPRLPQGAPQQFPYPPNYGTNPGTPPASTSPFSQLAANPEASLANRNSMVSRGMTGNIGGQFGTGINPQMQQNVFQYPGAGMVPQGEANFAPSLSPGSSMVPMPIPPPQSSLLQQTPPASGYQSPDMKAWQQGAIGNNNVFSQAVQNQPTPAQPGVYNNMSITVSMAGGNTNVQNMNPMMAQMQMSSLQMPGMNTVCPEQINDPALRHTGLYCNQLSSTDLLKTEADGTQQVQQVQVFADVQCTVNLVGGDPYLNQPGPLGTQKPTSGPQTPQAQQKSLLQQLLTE
TWEAK-Fn14 inh: blocks TWEAK-Fn14 interaction in a reporter cell assay | TWEAK-stimulated Fn14 reporter cells, luciferase luminescence, 8 h | inhibition, % at 10 µM | 2% of 360,000 active; in the data active = inhibition above about 50%
NOD2-RIPK2 inh: inhibitors of human NOD2-RIPK2 interaction; inhibition, % at 4.98 µM; 0.38% of 360,000 active; AID 624267; CHO BLA complementation NOD2-RIPK2, CCF4 ratio; in the data active = inhibition above about 21%;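 also: 0% = vehicle only and 100% = reference blocker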
LMP1 NFkB inh: Epstein-Barr LMP1 NF-kappaB reporter inhibition; LMP1-induced NF-kappaB luciferase reporter cells, luminescence; inhibition, % at 12.5 µM; 0.69% of 350,000 active; AID 504558; in the data active = inhibition above about 41%; inconclusive = no clear call, values can overlap the other calls;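 also: 0% = neutral control wells and 100% = reference inhibitor control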
TLR9-MyD88 block: TLR9-MyD88 interaction inhibition; AID 504734; 0.21% of 340,000 active; CHO BLA complementation TLR9-MyD88, CCF4 FRET ratio; inhibition, % at 4.98 µM;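 active = inhibition above the mean over all tested compounds plus 3 SD, cut at about 21% in these data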;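 also: 0% = DMSO only wells and 100% = clavulanate BLA inhibitor control wells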
LRH-1 inv ag: NR5A2 inverse agonism in reporter assay; HEK293T StAR-luciferase reporter, LRH-1 transfected, 24 h; AID 602396; O00482; inhibition, % at 3.6 µM; 0.13% of 360,000 active;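 active = inhibition above the mean inhibition of all tested compounds plus 3 SD, cut at about 73% in these data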;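 also: 0% = DMSO wells and 100% = reporter-only cells lacking LRH-1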
SRC2 inh: inhibits human steroid receptor coactivator 2; 0.17% of 370,000 active; Q15596; inhibition, % at 9 µM; HEK293 GAL4-SRC2 luciferase reporter, luminescence;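 active = inhibition above the mean inhibition of all tested compounds plus 3 SD, set per campaign, cut at about 52% in these data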;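 also: 0% = DMSO treated cells and 100% = cells given Gossypol at 36 µM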
C8 TRAIL sens: sensitizes caspase-8 expressing cells to TRAIL. NB7+C8 cells + TRAIL, ATPlite viability luminescence. inhibition (viability loss, TRAIL sensitization), % at 10 µM. 1% of 360,000 active;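 active = compounds causing at least 50% loss of cell viability in the single-dose screen, relative to plate controls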
Numbers without * were called inactive; ? = inconclusive; nt = no result given.

SMILES | TROY NFkB inh | NCOA3 inh | COUP-TFII inh | NCOA1 inh | TWEAK-Fn14 inh | NOD2-RIPK2 inh | LMP1 NFkB inh | TLR9-MyD88 block | LRH-1 inv ag | SRC2 inh | C8 TRAIL sens
COc1ccc2nc(N/C(N)=N/C(=S)Nc3ccccc3)nc(C)c2c1 | -21 | -5 | 30 | -13 | -15 | 9 | -10 | -7 | -26 | -17 | 17
CCOc1ccc(NC(=O)C2CCN(S(=O)(=O)c3ccc4c(c3)NC(=O)C(C)S4)CC2)cc1 (stereo not drawn) | 38 | 5 | 23 | 6 | 20 | -10 | 9 | 0 | -11 | 13 | 26
CC(O)(c1cccnc1)c1nc(/C=C/c2ccccc2)cs1 (stereo not drawn) | -11 | -15 | 16 | 1 | 10 | -2 | nt | nt | -6 | -34 | 8
CCn1cc(C2=NCCO2)c2ccccc21 | 1 | -16 | 11 | -39 | -8 | -10 | 21 | -8 | -22 | -1 | -8
COc1ccc(C(C(=O)Nc2ccc(C(C)C)cc2)N(C)C(=O)CNC(C)=O)cc1 (stereo not drawn) | -7 | 20 | 9 | 2 | 11 | -1 | 6 | -7 | 12 | 2 | -10
CCN(CC)S(=O)(=O)c1ccc(N2CCOCC2)c(NS(=O)(=O)c2cc(C(C)(C)C)ccc2C)c1 | 6 | 20 | 14 | -27 | 3 | -3 | -34 | 4 | 19 | 5 | -4
CC(C)(C)N1CC2([N+](=O)[O-])CN(C(C)(C)C)CC([N+](=O)[O-])(C1)C2 | -3 | 10 | -9 | -2 | -38 | -11 | 5 | 4 | 18 | 5 | 2
CCCC[C@@H]1CN=C(N)N1CCc1cc(C(F)(F)F)cc(C(F)(F)F)c1 | -4 | 25 | -8 | 14 | -1 | -13 | 5 | -10 | 12 | -7 | 29
COc1ccc(C=O)cc1OC(=O)N1CCOCC1 | -15 | -11 | 4 | 3 | 5 | 2 | -1 | -4 | 18 | -64 | 19
Cc1cc(-c2cc(C(=O)NC3CCCC3)on2)nc(NCC2CC2)n1 | 8 | -45 | 17 | 0 | 2 | -8 | 2 | 2 | 12 | -8 | 6
C/C(=C\C=C\c1ccccc1)C(=O)c1c(C)cc(C)[nH]c1=O | -23 | 7 | 0 | -10 | 4 | -1 | 2 | -1 | 18 | -14 | -10
CC(=O)c1cnc2c(C(=O)O)cnn2c1C | -13 | -6 | -6 | 5 | 15 | 5 | -4 | 5 | 2 | 23 | -26
CCn1c(Cc2ccccc2)nnc1SCC(=O)Nc1ccc2c(c1)OCCO2 | -8 | 16 | -9 | 15 | 25 | 9 | 2 | -13 | -14 | 1 | -22
COc1ccccc1NC(=S)NN=C(C)c1ccccn1 | -61 | 45 | 28 | 65* | -30 | -3 | ? | 1 | 82* | 5 | 3
Cc1nc2c(-c3ccc(F)cc3)c(C)nn2c(C)c1CCC(=O)N1CCN(c2ccccn2)CC1 | 13 | 8 | 0 | 11 | -16 | -3 | 3 | 3 | 27 | -29 | 8
COC(=O)c1cc(S(=O)(=O)NCC(C)c2ccccc2)c[nH]1 (stereo not drawn) | -17 | -13 | -3 | 6 | -47 | -1 | -3 | -6 | -5 | 30 | 0
CN1CCN(CC(=O)Nc2cc(S(=O)(=O)N3CCOCC3)ccc2Cl)CC1 | 13 | 2 | -4 | -11 | -3 | 7 | -3 | -1 | 7 | -14 | 5
Cc1nc(N2CCN(c3ccccc3F)CC2)[nH]c(=O)c1C | 10 | -29 | 1 | -3 | 6 | 6 | 3 | 1 | 1 | 9 | 7
O=C(Nc1ccn(-c2ccccc2)n1)c1ccc(S(=O)(=O)N2CCCCCC2)cc1 | 22 | 32 | 4 | 15 | 33 | -3 | 6 | -6 | 13 | -13 | 7
CC(=O)Nc1cccc(NC(=O)CSc2nnc(Cc3cccn3C)n2-c2ccc(F)cc2)c1 | 11 | -2 | 20 | -7 | 14 | -13 | -4 | -9 | -17 | -11 | -1
CCC(C)(C)NC(=O)C(c1ccc(OC)cc1)N(CCOC)C(=O)CCC(=O)Nc1nccs1 (stereo not drawn) | -1 | 20 | -9 | -47 | -15 | 1 | -8 | 7 | 5 | -6 | -3
O=C(OCC(=O)N1CCc2ccccc21)c1ccc(Br)o1 | -27 | 21 | -15 | -9 | -4 | 0 | 1 | -3 | -18 | -2 | -21
Cc1ccc(NC(=O)CN2CCN(CCN=CC3=C(O)CC(C)(C)CC3=O)CC2)cc1 | -18 | 14 | 12 | 7 | -12 | -1 | -3 | 3 | -2 | -25 | -10
COc1ccc(N2CCN(C(=O)COC(=O)[C@@H](NC(=O)c3ccccc3Cl)C(C)C)CC2)cc1 | -9 | 8 | -14 | -5 | 9 | -2 | 3 | 6 | 22 | -43 | -10
CSCCC(NC(=O)c1ccccc1)C(=O)N1CCN(Cc2ccc(Cl)cc2)CC1 (stereo not drawn) | 5 | 17 | 19 | -21 | 24 | 1 | 1 | 8 | 11 | 25 | 21
O=C(NNC(=S)Nc1ccc(Cl)cc1)c1cccs1 | -26 | -22 | -54 | -29 | -33 | 1 | -17 | 7 | -109 | -30 | -2
O=C(COC(=O)CC1CCCC1)Nc1cc2c(cc1Cl)C(=O)c1ccccc1C2=O | -116 | -70 | -22 | -52 | -45 | -15 | -34 | 8 | -72 | -46 | 3
NC(=O)CCN1CCN(Cc2cn[nH]c2-c2cccc3ccccc23)CC1 | -3 | 2 | 15 | 8 | -2 | -12 | 1 | -7 | -9 | 10 | -7
Cc1nn(-c2ccncc2)c2c1C(=O)CC(C)(C)C2Br (stereo not drawn) | -1 | 7 | -21 | -3 | -8 | 2 | 0 | 3 | 7 | 13 | -6
Cc1ccc2[nH]c3c(=O)n(CCN4CCNCC4)cnc3c2c1 | 4 | -11 | -9 | 2 | -12 | 2 | 1 | 9 | -5 | -8 | 15
O=C(CN1C(=O)S/C(=C\c2ccccc2Cl)C1=O)NC1C=CS(=O)(=O)C1 (stereo not drawn) | -4 | -3 | -8 | -10 | -68 | -6 | -23 | -6 | 5 | 6 | -6
CN1CCN(C(=O)CCN2C(=O)/C(=C\c3ccc(Cl)cc3Cl)SC2=S)CC1 | -47 | 9 | -10 | -1 | 24 | 0 | -10 | -1 | 1 | 19 | 30
CCN(CC)S(=O)(=O)c1cccc(NC(=O)c2ccc(S(=O)(=O)N3CCCC3)cc2)c1 | 15 | -3 | 23 | 8 | -17 | 2 | 5 | -1 | 13 | 11 | 17
Cc1ccc(CN2CC(C(=O)Nc3nc(C)cs3)CC2=O)cc1 (stereo not drawn) | -3 | 1 | -26 | -2 | -5 | -14 | -1 | -2 | -30 | -7 | 1
Cc1cc(C)n(-c2ccc(C(=O)OCC(=O)Nc3ccccc3F)cc2)n1 | 16 | -1 | 6 | 12 | -18 | -4 | 33 | -5 | 3 | 15 | -6
CCCCn1c(N)c(N(CCOC)C(=O)COC(=O)CSc2cc(C)c3ccccc3n2)c(=O)[nH]c1=O | -3 | -4 | 14 | -28 | -1 | 0 | 3 | -1 | -7 | 10 | -11
O=C(CN1CCN(Cc2ccccc2)CC1)NNC(=O)c1ccc(Cl)cc1 | -1 | 12 | 3 | -10 | 12 | -8 | -6 | -3 | 3 | 19 | 0
O=C(COc1cccnc1[N+](=O)[O-])N1N=C(c2ccc(Cl)cc2)CC1c1ccco1 (stereo not drawn) | 7 | 2 | -2 | 7 | 4 | -5 | 3 | -5 | 11 | 24 | -6
COc1ccc(C2C(C)C3(O)CC(C#N)(C(=O)N3)C2(C#N)C#N)cc1 (stereo not drawn) | -4 | 0 | 16 | 18 | 26 | 8 | 0 | 3 | -4 | 5 | -2
CCCCn1nnc(NC(=O)CCC)n1 | -17 | 7 | -5 | -4 | -7 | 4 | 4 | -4 | -1 | -22 | -1

Random excerpt: two compounds from above.
SMILES | TROY NFkB inh | NCOA3 inh | COUP-TFII inh | NCOA1 inh | TWEAK-Fn14 inh | NOD2-RIPK2 inh | LMP1 NFkB inh | TLR9-MyD88 block | LRH-1 inv ag | SRC2 inh | C8 TRAIL sens
O=C(CN1C(=O)S/C(=C\c2ccccc2Cl)C1=O)NC1C=CS(=O)(=O)C1 (stereo not drawn) | -4 | -3 | -8 | -10 | -68 | -6 | -23 | -6 | 5 | 6 | -6
Cc1nc2c(-c3ccc(F)cc3)c(C)nn2c(C)c1CCC(=O)N1CCN(c2ccccn2)CC1 | 13 | 8 | 0 | 11 | -16 | -3 | 3 | 3 | 27 | -29 | 8

Later entries:
SMILES | TROY NFkB inh | NCOA3 inh | COUP-TFII inh | NCOA1 inh | TWEAK-Fn14 inh | NOD2-RIPK2 inh | LMP1 NFkB inh | TLR9-MyD88 block | LRH-1 inv ag | SRC2 inh | C8 TRAIL sens
Cc1cc(=O)n(C)c(=O)n1CC(=O)N1CCCCCC1 | 0 | 1 | 2 | -12 | 2 | 0 | 0 | 0 | -12 | -11 | -4
Cc1ccc2nc(COC(=O)c3cnccn3)cc(=O)n2c1 | 4 | 11 | -11 | 12 | 7 | -3 | -5 | -5 | 8 | 14 | -12
Cc1ccc(NS(=O)(=O)c2ccc(-n3cccn3)cc2)cc1F | 5 | 16 | -12 | -8 | 20 | -6 | 4 | 4 | 16 | 11 | 14
Cc1cc(=O)[nH]c(SCCOc2cccc(C(F)(F)F)c2)n1 | -4 | 13 | -21 | 0 | 1 | -3 | -3 | -3 | -7 | 12 | 0
O=C(COc1ccccc1Cl)NCc1ccncc1 | -10 | 5 | -3 | -20 | 1 | -11 | -39 | 9 | -8 | -20 | -23
COc1ccccc1N1C(=O)c2ccc(C(=O)Nc3ccccc3O)cc2C1=O | -3 | -8 | 10 | -2 | -8 | 5 | -4 | 12 | -2 | 13 | 8
Cc1ccc(N2CCN(C(=O)NC3CCCCC3)CC2)c(C)c1 | 10 | 0 | 3 | 12 | 4 | -1 | -2 | -16 | -6 | 6 | 19
O=C(CCN1C(=O)/C(=C/c2ccccc2Cl)SC1=S)N1CCCC1 | -27 | 3 | 12 | 19 | 37 | 2 | 5 | -6 | 20 | 5 | 14
COc1ccc(C(=O)NC2CC2)cc1OC1CCN(Cc2ccc(F)c(F)c2)CC1 | -6 | 2 | 1 | 2 | -7 | -6 | 10 | -13 | -4 | -11 | 12
C=CCn1c(SCc2csc(-c3ccc(C)cc3)n2)nnc1-c1ccccc1OC | -35 | 1 | 24 | 6 | 22 | 11 | 4 | -5 | -29 | -8 | 8
O=[N+]([O-])c1ccccc1SNc1ccc(Br)cn1 | 6 | 5 | -14 | -1 | 4 | -16 | 2 | -7 | -4 | 2 | 1
Cc1cnn(-c2cc(Oc3ccccc3)ncn2)c1 | -60 | -78 | -17 | -62 | -39 | 0 | 3 | -12 | -76 | -16 | -15
CC1CCCCN1S(=O)(=O)c1cccc2nonc12 (stereo not drawn) | 6 | -9 | 10 | 3 | -17 | -6 | -3 | -3 | 3 | -31 | -14
C[C@H](CO)N1C[C@H](C)[C@@H](CN(C)C(=O)Nc2ccc(C(F)(F)F)cc2)Oc2ccc(NC(=O)c3ccncc3)cc2C1=O | -18 | 6 | 7 | -26 | -29 | -7 | 0 | -3 | -4 | 16 | 5
CC(C)OCCCNC(=O)c1cc(-c2cccs2)nc2ccccc12 | -5 | 10 | -2 | 13 | 14 | -19 | 17 | 4 | 20 | -39 | 0
CCOC(=O)c1cnc2ccc(OCC)cc2c1N(C)Cc1ccccc1 | 1 | 22 | 10 | -13 | -29 | -1 | 8 | -4 | 37 | 1 | -10
CCOC(=O)N1CCN(C(=O)c2ccc(Cl)nc2)CC1 | 6 | 6 | 13 | 6 | -10 | -6 | -2 | 6 | 6 | 18 | 2

Some of the compounds tested; count on the stated rates, not on these rows.
